# Screening results as filed in PubChem BioAssay.
# USP2a block: inhibitors of human ubiquitin-specific protease USP2a. O75604. USP2 core, Ub-CHOP2 coupled fluorogenic reporter, 485/531. Potency, µM (series often up to 38.3 µM), for the others: top-dose activity change, negative = inhibition, most hits filed as inhibitors. 330,000 tested, 0.01% active;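 also: potency is read from the fitted curve at half-maximal effect; plate controls were DMSO wells for no effect and full inhibition by NEM control for full effect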
#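 Cell-free coupled assay: 10nM USP2 core preincubated 30min RT with compound in Tris-HCl pH 8.0/CaCl2/CHAPS buffer, then 25nM Ub-CHOP2 and 25nM reporter substrate; fluorescence (Ex 485/Em 531) read after 60min RT, normalized to NEM inhibition, concentration-response curves fitted.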
# Eya2 inh: inhibitors of human Eya2 phosphatase activity; recombinant Eya2, OMFP fluorescence dephosphorylation (OMFP is methylfluorescein phosphate); O00167; 330,000 tested, 0.006% active; Potency, µM (titrated, usually from 76.9 µM), inactives show top-dose activity, negative = inhibition, hits mostly inhibitors; also: potency is read from the fitted curve at half-maximal effect; % is scaled to controls: 0 for no effect and ±100 for the full control effect
#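 Eya2 protein (added as 0.2 uM solution) was preincubated with compound for 10 min at ambient temperature in 50 mM HEPES pH 7.5, 50 mM NaCl, 5 uM MgCl2, 0.05% BSA, 1 mM DTT. OMFP (added at 50 uM) then reacted 10 min; fluorescence read at 485/525 nm.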
# Tb PFK inh: inhibitors of T. brucei phosphofructokinase | Potency, µM (titrated, usually from 57.5 µM), inactives show at the top dose activity, negative = inhibition, actives largely listed as inhibitors | T. brucei PFK, ADP-Glo luminescence | O15648 | 330,000 tested, 0.17% active;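 also: potency is read from the fitted curve at half-maximal effect; 0% = uninhibited 1x PFK enzyme wells and -100% = no-enzyme wells; nearly all actives have a fitted effect of over 60% in size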
# Target sequence (O15648 whole entry, looked up): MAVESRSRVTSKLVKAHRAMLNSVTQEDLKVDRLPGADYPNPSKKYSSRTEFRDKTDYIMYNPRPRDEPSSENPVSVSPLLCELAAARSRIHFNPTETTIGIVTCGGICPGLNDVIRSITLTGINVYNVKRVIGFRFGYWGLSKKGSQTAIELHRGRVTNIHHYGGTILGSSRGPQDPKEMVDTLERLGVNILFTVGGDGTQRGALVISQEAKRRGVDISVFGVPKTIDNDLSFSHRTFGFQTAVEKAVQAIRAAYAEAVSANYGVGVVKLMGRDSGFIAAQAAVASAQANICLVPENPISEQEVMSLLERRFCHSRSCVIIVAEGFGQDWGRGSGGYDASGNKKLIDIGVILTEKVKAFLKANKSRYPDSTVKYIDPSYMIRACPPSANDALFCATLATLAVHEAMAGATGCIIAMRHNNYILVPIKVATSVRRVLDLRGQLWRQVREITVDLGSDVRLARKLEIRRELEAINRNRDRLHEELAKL
#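 Compounds were pin-transferred as a titration series up to 57 uM into substrate buffer (0.5 mM F6P, 0.1 mM ATP, pH 8.0), then 1.25 nM PFK was added and reactions ran 45 min before ADP-Glo detection.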
# uPA surface inh: cell surface uPA generation inhibition | cell surface uPA generation assay, qHTS | Potency, µM (series often up to 38.3 µM), without a hit: at the top dose activity change, negative = inhibition, usual class: inhibitors | 330,000 tested, 0.31% active; active = well fitted inhibition curve with a large enough effect; inconclusive = small, poorly fitted or top-dose-only effect; inactive = no such curve, though single readings can be large or run the other way; tested in mouse RAW 264.7 cells; also: potency is read from the fitted curve at half-maximal effect; % is scaled to controls: 0 for no effect and ±100 for the full control effect; nearly all actives have a fitted effect of over 55% in size
# TSHR antag: human thyrotropin receptor antagonism. TSHR-expressing cells, TSH-stimulated cAMP HTRF, 2 h; stronger effect = lower value. activity change, negative = inhibition, % at 11.5 µM. 330,000 tested, 0.2% active. AID 504810;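 active = activity change below a set negative limit, meaning inhibition stronger than a set level, cut at about -70% in these data; inconclusive = activity change between two set negative limits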; also: % is scaled to controls: 0 for no effect and ±100 for the full control effect
#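 TSHR-expressing cells were treated with compounds, then stimulated with TSH at EC80 (4nM final) for 2 hours at 37 deg C. Cellular cAMP was measured by HTRF competition between lysate cAMP and cAMP-d2 for a cryptate-labelled anti-cAMP antibody.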
# ELG1 DNA repair: blocks ELG1-dependent DNA repair in HEK293T cells; HEK293T ELG1-luciferase reporter, luminescence, 16 h; DNA damage induced by 5-fluorouridine; AID 504467; Potency, µM (doses to about 46.1 µM), inactives show top-dose activity change, negative = inhibition, hits mostly inhibitors; 330,000 tested, 2.3% active; also: potency is read from the fitted curve at half-maximal effect; % is scaled to controls: 0 for no effect and ±100 for the full control effect; nearly all actives have a fitted effect of over 55% in size
#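 Step one: seed 2,000 cells per well. Step two: pin-transfer compound or DMSO alongside 5-fluorouridine. Step three: incubate 16 hr, 37 °C, 5% CO2. Step four: add ONE-Glo, wait 30 min, read luminescence.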
# B2AR arrestin: recruits beta-arrestin to the human beta2-adrenergic receptor | beta-arrestin recruitment to beta2AR, cell-based reporter | 330,000 tested, 0.02% active | Potency, µM (titrated, usually from 46.1 µM), without a hit: at the top dose activation, most hits filed as activators;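 also: potency is read from the fitted curve at half-maximal effect; 0% = DMSO controls and full agonism = EC100 isoproterenol or metaproterenol; nearly all actives have a fitted effect of over 65% in size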
# Target sequence (P07550 whole entry, looked up): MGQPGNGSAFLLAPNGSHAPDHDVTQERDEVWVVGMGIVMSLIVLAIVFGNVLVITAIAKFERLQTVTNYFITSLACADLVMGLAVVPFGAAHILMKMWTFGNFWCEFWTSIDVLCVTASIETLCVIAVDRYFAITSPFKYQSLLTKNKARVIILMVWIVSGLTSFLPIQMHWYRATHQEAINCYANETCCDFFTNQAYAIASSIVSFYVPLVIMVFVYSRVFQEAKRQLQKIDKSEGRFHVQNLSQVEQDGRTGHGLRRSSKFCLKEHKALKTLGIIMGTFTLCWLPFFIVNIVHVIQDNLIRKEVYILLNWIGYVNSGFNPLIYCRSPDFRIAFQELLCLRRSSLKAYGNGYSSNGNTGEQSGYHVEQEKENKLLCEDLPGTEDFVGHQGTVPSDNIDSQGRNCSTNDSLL
# BCR signal inh: inhibitors of chronic active B-cell receptor signaling; 340,000 tested, 0.05% active; Potency, µM (doses to about 46.1 µM), without a hit: top-dose ratio change, negative = lower green/red ratio, usual class: inhibitors; ABC-DLBCL IkBa-CBG/CBR reporter, luminescence ratio, 4 h; active = well fitted inhibition curve with a large enough effect in the signal ratio, with a control signal flat, not every such curve was filed as active; inconclusive = small, poorly fitted or top-dose-only effect, or effect the other way, or a change in a side signal; the % refers to the signal ratio;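 also: potency is read from the fitted curve at half-maximal effect; plate controls were basal doxycycline-induced cells for no effect and cells given 10 µM MG132 for full effect; MG132 reads +100%, hits lower the ratio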
#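 TMD8 ABC-DLBCL cells carrying doxycycline-inducible green luciferase fused to IkappaBalpha plus unfused red luciferase were exposed to compounds (up to 46 uM) for 4 hrs at 37C. Activity came from the overlap-corrected green/red luminescence ratio.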
# PTAP TSG101 blk: blocks PTAP/TSG101 interaction to inhibit HIV-1 budding. 340,000 tested, under 10 active. Fluorescence polarization, FITC-PTAP peptide / Tsg101 binding. Q99816. Potency, µM (series often up to 115 µM), for the others: at the highest dose activity change, negative = inhibition, usual class: inhibitors; active = well fitted inhibition curve with a large enough effect in the main read-out, with a control signal flat, not every such curve was filed as active; inconclusive = small, poorly fitted or top-dose-only effect, or effect the other way, or a change in a side signal; inactive = no such curve, though single readings can be large or run the other way; also: potency is read from the fitted curve at half-maximal effect; % of control where 0% means no effect
#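 Fluorescence anisotropy tracks displacement of a FITC-tagged PTAP peptide (50 nM) from the Tsg101 binding domain (10 uM), following a 20 min room-temperature incubation at pH 7.5.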
# TCR activator: activators of T cell receptors; Potency, µM (top dose mostly 9.22 µM), for the others: at the highest dose activation of IL-2 secretion, hits mostly activators; 330,000 tested, under 10 active; primary human leukocytes, anti-CD3, IL-2 HTRF, 48 h; also: % of control where 0% means no effect
#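 TCR engagement came from a-CD3 beads alone, with compounds added to primary human leukocytes for 48 hr. Secreted IL-2 bridged europium cryptate- and d2-labelled anti-IL-2 antibodies, giving FRET emission at 665nm after 320nm excitation.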
# Mito fusion yeast: inhibitors of mitochondrial division or activators of mitochondrial fusion | S. cerevisiae fusion-defective mutant growth rescue, CellTiterGlo 48 h | Potency, µM (titrated, usually from 46.1 µM), without a hit: at the top dose growth rescue (activation), hits mostly activators | 320,000 tested, 0.23% active;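 also: potency is read from the fitted curve at half-maximal effect; % of control where 0% means no effect; nearly all actives have a fitted effect of over 45% in size; temperature-sensitive fusion mutants such as fzo1-1 at 37 °C on non-fermentable ethanol glycerol medium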
#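 Temperature-sensitive fusion-defective S. cerevisiae (e.g. fzo1-1, mgm1-5) were grown with compound in YPEG medium (3% ethanol, 3% glycerol) for 48 hours at 37C. Growth rescue was measured as viability by CellTiterGlo luminescence after 10 minutes at ambient.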
# Numbers without * were called inactive; ? = inconclusive; . = not tested or not shown; [ ] = dose if it differs, or a comment. Unless noted, calls follow the shape of the dose curve; as a rule, active = well fitted curve in the direction sought with a large enough effect; inconclusive = small, poorly fitted or top-dose-only effect, or another doubt; inactive = no such curve, though single readings can be large; an effect the other way counts as inactive or inconclusive.
# Fields – TCR activator, B2AR arrestin, BCR signal inh, PTAP TSG101 blk, uPA surface inh, Tb PFK inh, USP2a block, Eya2 inh, Mito fusion yeast, TSHR antag, ELG1 DNA repair
1. COCCN(C(=S)Nc1cc(C)ccc1C)C(C)c1cccnc1 (configuration not stated)
    6.4%, -1.2%, -1.7%, -0.4%, 1.0%, 2.4%, 5.3%, 6.4%, -0.1%, 5.4, -8.6%
2. COc1ccc(C2Nc3ccccc3C(=O)N2c2ccccc2)cc1COc1ccccn1 (configuration not stated)
    -0.7%, 0.4%, 2.2%, -5.1%, 1.3%, 1.1%, 2.2%, 10.2%, -1.4%, 10.3, ?
3. CCOC(=O)n1c(=O)n(Cc2ccc(Cl)cc2Cl)c2ccccc21
    3.3%, 0.2%, -7.3%, -6.1%, 0.3%, 0.6%, -1.6%, -25.0%, 22.5%, -14.8, 9.8%
4. COc1ccc(NC(=O)CC2SC(N3CCOCC3)=NC2=O)c(OC)c1 (configuration not stated)
    0.2%, 0.1%, -3.7%, 0.6%, 1.1%, -5.5%, 1.0%, 12.6%, 0.5%, -14.1, 14.5%
5. CC(=O)Nc1ccc(S(=O)(=O)N(C)CC(=O)N(C)Cc2sccc2C)cc1
    0.9%, -0.1%, -3.4%, -0.4%, 3.9%, -2.6%, 0.1%, -22.9%, 3.8%, 5.2, 8.4%
6. Cc1cccc(C)c1N=Cc1c(C(F)(F)F)[nH][nH]c1=O
    5.6%, -0.1%, 6.6%, -3.3%, 9.5%, -16.7%, 1.2%, 8.6%, 0.3%, 5.0, 7.2%
7. O=C1c2ccccc2C(Nc2ccc3c(c2)OCO3)N1Cc1ccc2c(c1)OCO2 (configuration not stated)
    4.7%[46.1 µM], -0.5%, 5.0%, -1.4%, -9.4%, -14.8%, -0.1%, 1.8%, ?, -7.5, -1.0%
8. Cn1c(=O)[nH]c(=O)c2c1nc1n2CCCN1Cc1ccccc1
    -5.4%, -0.4%, -0.6%, -3.6%, 9.0%, 0.7%, -3.9%, 1.4%, 0.2%, 0.3, -1.6%
9. Cc1cc2nc3c(nc2cc1C)C1(C(=O)N(C)C)CCC3(C)C1(C)C (configuration not stated)
    2.8%, -0.1%, -0.3%, -1.2%, -0.2%, -0.9%, 2.6%, 5.3%, -0.2%, 28.4, 3.5%
10. CCS(=O)(=O)c1ccc(O)c(NC(=O)Nc2ccccc2)c1
    ., -0.1%, -0.4%, -3.5%, 8.0%, 0.2%, 2.6%, -5.8%, -2.8%, 7.8, 14.0%
11. C/C(=N/NC(=O)c1ccco1)c1ccc(NC(=O)c2ccc(F)cc2)cc1
    0.3%[46.1 µM], -0.7%, ?, -0.1%, -2.7%, -0.1%, 3.5%, -9.1%, ., 6.7, ?
12. O=C(CN1C(=O)c2cccc([N+](=O)[O-])c2C1=O)N1CCN(S(=O)(=O)c2ccccc2)CC1
    -0.1%, -0.1%, 6.3%, 0.3%, -30.4%, -0.7%, 0.4%, -17.2%, -0.4%, -27.5, 15.3%
13. Cc1csc(NC(=O)c2ccc(S(C)(=O)=O)cc2)n1
    -1.8%, -0.2%, ?, -0.3%, -0.8%, 0.8%, 0.1%, -15.1%, -21.7%, -34.3, ?
14. Cc1ccc(N(CC(=O)Nc2cc(C)cc(C)c2)S(=O)(=O)c2c(C)noc2C)cc1
    -7.7%, 0.3%, ?, 3.1%, -11.5%, -0.5%, -13.3%, 5.6%, -30.8%, -14.5, -22.6%
15. CCCNC(=O)CSc1n[nH]c(=O)n1CCc1ccccc1
    -4.4%, 0.3%, -0.6%, -1.6%, 6.9%, -18.2%, 5.1%, 18.8%, -3.6%, 20.9, 18.6%
16. CCOC(=O)C(C)n1nc(C)c2sc3ccccc3c2c1=O (configuration not stated)
    -12.3%, 0.2%, ?, -5.7%, ., 4.5%, 3.2%, -7.4%, -2.1%, 17.8, 19.0%
17. O=C(OCc1ccccc1F)c1cnc(Cl)c(Cl)c1
    -1.1%, 0.0%, ?, -1.2%, 1.8%, 0.0%, -0.3%, -9.4%, -6.3%, -2.9, 4.1%
18. COc1ccc(CN=CC2=C(O)CNC2=O)cc1OC
    0.7%, -0.3%, -2.7%, -2.3%, -4.1%, 8.4%, -1.4%, 11.1%, -8.3%, 6.2, 13.3%
19. Cc1ccccc1OC(C)C(=O)N1CCN(c2ccccn2)CC1 (configuration not stated)
    1.2%, -0.3%, -0.1%, -5.4%, 4.1%, -2.8%, 0.9%, 10.3%, 2.1%, -13.7, 0.3%
20. COc1cccc(C(=O)Nc2nnc(CCS(=O)(=O)c3ccc(C)cc3)s2)c1
    -12.7%, 0.1%, 1.7%, -0.3%, ?, -1.1%, 0.4%, 0.4%, 0.4%, 12.7, -0.1%
21. COc1ccccc1CCNC(=O)CSc1nnc2ccc(-c3ccncc3)nn12
    -3.0%, 0.0%, ?, -7.5%, 0.2%, -1.2%, 0.8%, -5.5%, 8.7%, 9.0, -13.5%
22. COCCNC(=O)c1cccc(OC2CCN(Cc3ccccc3OC(F)F)CC2)c1
    -0.9%, -0.2%, -4.9%, -5.5%, -2.6%, 0.2%, -0.6%, -2.2%, -0.1%, 0.3, ?
23. CCN1CCc2c(sc(NC(=O)c3ccc(S(=O)(=O)N(C)CC4CCCO4)cc3)c2C(N)=O)C1 (configuration not stated)
    -3.1%, 0.1%, -10.7%, -0.2%, -6.8%, -2.4%, -4.4%, -2.9%, 1.9%, 1.5, -3.7%
24. O=C(CSc1nnc(-c2ccc3c(c2)OCO3)o1)Nc1ncc(C(F)(F)F)cc1Cl
    2.1%, -0.1%, 5.8%, -0.7%, 0.3%, 4.6%, -2.1%, 5.0%, -1.5%, -15.3, -8.0%
25. O=C(CSc1nnc(-c2cccc(S(=O)(=O)N3CCCCC3)c2)o1)NCCC1=CCCCC1
    -3.3%, -0.1%, 1.6%, -0.7%, 0.9%, 4.4%, 1.6%, -3.8%, 5.4%, -22.4, -19.2%
26. CC1CCN(C(=O)CN2C(=O)C(=O)N(C(C)C)C2=O)c2ccccc2S1 (configuration not stated)
    -2.7%, -0.2%, 1.0%, -6.9%, -1.3%, 4.2%, 2.5%, -18.4%, -5.5%, 21.5, ?
27. CCN(CC)S(=O)(=O)c1ccc(NC2CCCc3ccccc32)nc1 (configuration not stated)
    0.8%[46.1 µM], 0.1%, ?, -1.6%, 3.8%, -0.4%, -1.7%, -19.5%, -0.3%, ?, ?
28. CC(Oc1ccccc1)C(=O)N/N=C/c1ccccn1 (configuration not stated)
    0.4%, -0.2%, 0.9%, -4.6%, 8.9%, -8.6%, 1.4%, -2.4%, -1.3%, -3.3, ?
29. O=C(COc1ccc(F)cc1)N(Cc1cccc(Br)c1)C1CCS(=O)(=O)C1 (configuration not stated)
    -2.2%, 0.5%, ?, 0.2%, -0.7%, 0.1%, 1.9%, 2.6%, 5.2%, -2.3, 4.2%
30. COCC1CCN(C(=O)C2CCC(=O)N(Cc3ccc(Cl)cc3)C2)CC1 (configuration not stated)
    5.7%, -0.4%, 5.5%, -6.4%, 3.8%, -7.6%, 2.1%, 3.7%, 0.7%, -3.1, 11.7%
31. COc1cc2nc(CN3CCN(C(C)=O)CC3)[nH]c(=O)c2cc1OC
    -1.8%, -0.1%, -2.1%, -0.4%, 1.8%, -2.1%, 0.8%, 12.4%, 5.7%, 10.3, 1.0%
32. CC(=O)c1c(C)nc(-c2ccc(OCC(=O)Nc3ccc(F)cc3)cc2)n1O
    0.3%, -1.0%, -22.0%, -7.3%, -13.4%, -3.3%, -0.8%, 12.6%, 3.8%, 5.5, -15.7%
33. COc1ccc(-n2c(C)cc(C(=O)CN3C(=O)NC4(CCCc5sccc54)C3=O)c2C)cc1 (configuration not stated)
    -5.3%[46.1 µM], 6.6%, -5.7%, -0.3%, 11.2µM*, -1.7%, -12.3%, -5.7%, 15.5%, 8.4, ?
34. CCCOC(=O)c1ccc(Nc2nc(C)cc(=O)[nH]2)cc1
    -5.7%, -0.9%, -1.1%, -9.4%, 12.6%, 3.0%, 1.2%, 17.7%, -0.5%, 6.2, -0.6%
